Source: PubChem
CXCR6 inh – inhibitors of human CXCR6 receptor; O00574; CHO-K1 PathHunter CXCR6 beta-arrestin, luminescence; inhibition, % at 20 µM; hit rate 0.36% among 360,000; AID 602244; in the data active = inhibition above about 34%, passing the limit was not always enough;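 note: antagonist mode with CXCL16 agonist at 10 nM final; 0% = 10 nM CXCL16 with DMSO and 100% = unstimulated wells without agonist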
Target sequence (O00574 whole entry, looked up): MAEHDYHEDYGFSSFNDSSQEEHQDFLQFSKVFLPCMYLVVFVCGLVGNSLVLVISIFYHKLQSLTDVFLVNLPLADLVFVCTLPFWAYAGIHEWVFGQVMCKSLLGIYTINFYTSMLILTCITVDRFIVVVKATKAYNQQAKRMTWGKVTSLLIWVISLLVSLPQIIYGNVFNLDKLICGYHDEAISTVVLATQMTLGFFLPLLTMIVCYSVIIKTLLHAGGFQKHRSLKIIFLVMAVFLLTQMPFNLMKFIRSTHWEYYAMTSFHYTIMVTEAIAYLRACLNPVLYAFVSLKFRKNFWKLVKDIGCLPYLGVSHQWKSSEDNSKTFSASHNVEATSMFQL
* marks the source's active call; other numbers are inactive results. Some of the compounds tested; the hit share may differ from the screen's.

SMILES	CXCR6 inh
CCCCN(C=O)c1c(CC)nc2ccc(C(=O)N3CCN(S(=O)(=O)CC)CC3)cn12	7
CCCOc1ccc(F)cc1-c1cc(C(=O)NCc2cccc(Cl)c2)[nH]n1	0
C[C@@H](NC(=O)[C@@H]1CCCN1C(=O)[C@@H]1CCCN1C(=O)OC(C)(C)C)c1ccccc1	5
CC(C)C[C@@H]1COc2cc(N(C)CCO)ccc2S(=O)(=O)N1	1
C1CCc2c(c(N3CCOCC3)nc3sc4c(N5CCOCC5)nnnc4c23)C1	0
O=C(O)c1ccc(Cn2cnc3c(=S)nc[nH]c32)cc1	-3
COc1cccc2c1cc1c(=O)n(CC(=O)N3CCCC3)nc(C)n12	2
CCOC(=O)C1=CC[C@@H](c2ccccc2)N(S(=O)(=O)c2ccc(C)cc2)[C@H]1c1cccc(OC)c1	-2
O=C(CCN1C(=O)/C(=C\c2ccccc2F)SC1=S)N1CCOCC1	-2
COc1ccc(CN2C[C@@H](CO)O[C@@H](n3cnc4c(N5CCN(C)CC5)ncnc43)C2)cc1	1
CCCC(=O)N1CCC1(C)C(=O)NS(=O)(=O)c1cccc(F)c1 (stereo unspecified)	4
O=C1CCCCc2cc(O)c(O)cc21	-9
CCN(C(=O)COC(=O)c1cc(=O)[nH]c2ccccc12)c1c(N)n(Cc2ccccc2)c(=O)[nH]c1=O	7
CC(CCC(=O)O)C1CCC2C3CCC4CC(O)CCC4(C)C3CC(O)C12C (stereo unspecified)	2
Cc1ccc(NC(=O)C2(C)CCN2C(=O)c2ccccc2CCc2ccccc2)cc1C (stereo unspecified)	7
CC1=C(C(=O)N2CCOCC2)CC(CC(=O)NCc2cccs2)C(=O)N1CCC1=CCCCC1 (stereo unspecified)	-4
CCOC(=O)N(C)c1c(CC)nc2c(OCc3ccc(F)c(F)c3)cccn12	-1
COc1ccccc1N1CCN(C(=O)c2oc3cc(C)c(C)cc3c2C)CC1	-4
Nc1ccc(Oc2ccc(N)c([N+](=O)[O-])c2)cc1[N+](=O)[O-]	21
CCCc1ccc(C(O)c2ncc(-c3ccc(C)cc3)[nH]2)cc1 (stereo unspecified)	-1

Looked up above.
CXCR6 inh with `CC1=C(C(=O)N2CCOCC2)CC(CC(=O)NCc2cccs2)C(=O)N1CCC1=CCCCC1` (stereo unspecified) stands at -4
CXCR6 inh with `COc1ccc(CN2C[C@@H](CO)O[C@@H](n3cnc4c(N5CCN(C)CC5)ncnc43)C2)cc1` stands at 1
CXCR6 inh with `Nc1ccc(Oc2ccc(N)c([N+](=O)[O-])c2)cc1[N+](=O)[O-]` stands at 21
CXCR6 inh with `COc1cccc2c1cc1c(=O)n(CC(=O)N3CCCC3)nc(C)n12` stands at 2

Back to the main list; the 5 compounds before the break are reprinted first.
SMILES	CXCR6 inh
CC1=C(C(=O)N2CCOCC2)CC(CC(=O)NCc2cccs2)C(=O)N1CCC1=CCCCC1 (stereo unspecified)	-4
CCOC(=O)N(C)c1c(CC)nc2c(OCc3ccc(F)c(F)c3)cccn12	-1
COc1ccccc1N1CCN(C(=O)c2oc3cc(C)c(C)cc3c2C)CC1	-4
Nc1ccc(Oc2ccc(N)c([N+](=O)[O-])c2)cc1[N+](=O)[O-]	21
CCCc1ccc(C(O)c2ncc(-c3ccc(C)cc3)[nH]2)cc1 (stereo unspecified)	-1
CCN(CC)C(=O)C1=C(C)N(CCCN2CCCC2=O)C(=O)C(CC(=O)NCc2ccco2)C1 (stereo unspecified)	-1
CCOC(=O)[C@]12CCC=C1N(Cc1ccc(Cl)cc1Cl)C(=O)[C@H](CC(=O)N1CCCCC1)C2	15
N#Cc1cc2c(nc1SC1CC(=O)N(c3ccccc3)C1=O)CCC2 (stereo unspecified)	2
COc1ccc(CCN2CC(C(=O)NCc3ccon3)CCC2=O)cc1 (stereo unspecified)	10
CCCS(=O)(=O)c1nc(S(=O)(=O)c2ccc(C)cc2)c(N2CCCCC2)s1	15
Cc1nc(C(F)(F)F)ccc1C(=O)Nc1ccc2ccccc2n1	4
Cc1ccnc(NCc2cc(Cl)ccc2O)c1	0
CCNC(=O)C1(C)CCN(Cc2ccccc2-c2ccccc2)C1 (stereo unspecified)	-3
CCOC(=O)c1ccc(N(CCC2CO2)S(=O)(=O)c2ccc(C)cc2)cc1 (stereo unspecified)	4
ON=C1C2CC=C(c3ccccc3)C1CCC2 (stereo unspecified)	-2
OC1(c2ccccc2)CC(c2ccccc2)c2ccccc2O1 (stereo unspecified)	-5
O=C1C(Cl)=C(Nc2ccccc2)C(=O)c2ccccc21	36
CC1CCCC(NC(=O)COC(=O)c2ccccc2C(=O)N(C)C2CCCCC2)C1C (stereo unspecified)	2
CN(C)c1ncnc2c1ncn2[C@H]1CN(Cc2ccccc2)C[C@@H](CO)O1	-4
CN1C(=O)N(CC(=O)Nc2ccc3c(c2)OCO3)C(=O)C12CCCCC2	-8
Cc1nc2c(OCc3ccc(C(F)(F)F)cc3)cccn2c1N(C)C(=O)CCC1CCCC1	9
Cc1cc(C2=NNC(=NC3CC3)SC2)c(C)n1Cc1ccco1	6
COc1ccc2oc(=O)c(C(=O)Nc3ccccc3-c3ccccc3)cc2c1	3
C[C@@H]1COc2cc(N3CCN(Cc4ccccc4F)CC3)ccc2S(=O)(=O)N1	-4
N#Cc1ccc(-c2nc3ccc(Br)cn3c2Cc2cccc(F)c2)cc1	17
CCN1CCS/C1=C\C=C\C1=[N+](CC)CCS1	9
C[C@H](CO)N1C[C@H](C)[C@@H](CN(C)C(=O)Nc2cccc(Oc3ccccn3)c2)OCc2cnnn2CCCC1=O	-4
CS(=O)(=O)c1ccc(Nc2nc(C(N)Cc3ccccc3)cs2)cc1 (stereo unspecified)	1
O=C1NC(O)CCN1C1CC(O)C(CO)O1 (stereo unspecified)	-3
COCCNc1nc(NCCN2CCNC2=O)c2sccc2n1	1
CC1(C(=O)N2Cc3ccccc3C2)CCN1C(=O)C1(c2ccc(Cl)cc2)CC1 (stereo unspecified)	8
CCN(C(=O)COC(=O)c1ccc(-n2c(C)ccc2C)cc1)c1c(N)n(Cc2ccccc2)c(=O)[nH]c1=O	-1
O=C(COC(=O)c1cc(=O)[nH]c2ccccc12)Nc1ccc(Cl)c(S(=O)(=O)N2CCOCC2)c1	-7
COc1ccc(CCNC(=O)Cn2c(=O)n(-c3ccc(F)cc3)c(=O)c3sccc32)cc1OC	-7
O=C(NCc1cccnc1)c1cc(C2CCCN(C(=O)C3CCCCC3)C2)on1 (stereo unspecified)	5
C=C[C@]1(C)C=C2C(=O)C[C@H]3C(C)(C)CCC[C@]3(C(=O)O)[C@@]2(O)CC1	3
Cc1noc(C)c1S(=O)(=O)NC(=O)C1(C)CCN1C(=O)Cc1ccc(-c2ccccc2)cc1 (stereo unspecified)	1
COc1ccc(NC(=O)C[C@H]2C(=O)N(c3ccccc3)C[C@@H]2CSC)cc1	-2
CN(C)c1cccc(CNC(=O)c2ccc3sc([C@@H]4O[C@H](CO)[C@H](O)[C@H](O)[C@H]4O)nc3c2)c1	15
CCNC(=O)C1(C)CCN(C(=O)c2ccccc2)C1 (stereo unspecified)	6
COc1ccncc1-c1csc(C(O)c2ccccc2)n1 (stereo unspecified)	4
CCCCOC(=O)C1=C(C)N(C)C(=O)NC1c1cc2c(cc1Br)OCO2 (stereo unspecified)	-1
CNC(=O)C1CCC(=O)N1Cc1c[nH]c2ccccc12 (stereo unspecified)	4
Cc1ccc(CN2CC(N3CC=CC3)CS2(=O)=O)cc1 (stereo unspecified)	0
C[C@@H]1CCCCO[C@@H](CN(C)S(=O)(=O)c2ccc(F)cc2)[C@@H](C)CN([C@H](C)CO)C(=O)c2cc(NC(=O)c3ccccc3)ccc2O1	1
CC(C)C[C@H]1CN(CCCC[C@@H]2CNC(=O)C(=O)N2CCc2ccccc2)C(=O)C(=O)N1CCc1ccccc1	-4
CC(=O)N1CCN(C(=O)CCNC(=O)c2ccc(Br)cc2)CC1	12
CCCNC(=O)C1(C)CCCN(Cc2ccc3ccccc3c2)C1 (stereo unspecified)	2
CCC(=O)N(C)C[C@H]1Oc2ncc(C#Cc3cccnc3)cc2C(=O)N([C@@H](C)CO)C[C@@H]1C	-10
O/N=C(\Cn1ccnc1)c1ccccc1	-10
COc1cc(C=NNC(=S)Nc2ccc(S(=O)(=O)N3CCCCC3)cc2)cc(OC)c1OC	11
CC1(C(=O)Nc2ccc(Cl)c(C(F)(F)F)c2)Cc2c(-c3ccc(C(N)=O)cc3)ccnc2O1 (stereo unspecified)	-6
CCOC1=C2[C@@H](CN(S(=O)(=O)c3ccc(C)cc3)[C@H]2c2cccc3ccccc23)[C@H]2C(=O)N(CC)C(=O)[C@H]2C1	-8
Cn1nc(C(C)(C)C)cc1C(=O)N1CCCCC1c1cc(C(=O)Nc2cccc(C#N)c2)no1 (stereo unspecified)	-10
O=C(Nc1cccc(F)c1)Nc1nnc([C@@H]2O[C@H](CO)[C@@H](O)[C@H]2O)s1	-10
O=C1c2ccccc2C(c2nnnn2Cc2ccccc2)N1Cc1ccc2c(c1)OCO2 (stereo unspecified)	6
COc1ccc(-c2cc(NC(C)=O)c3ncc(-c4ccc(F)cc4)n3c2)cc1OC	11
Cc1ccc2nc(-c3ccc(F)cc3)c(Cc3ccccc3C(F)(F)F)n2c1	5
CC(C)[C@@H]1CC[C@@H](C)C[C@H]1O	4
Cc1ccc(-c2ccc(CN3C(CC(C)C)C(=O)N(Cc4cn(CC5CCCCC5)nn4)CCS3(=O)=O)cc2)cc1 (stereo unspecified)	4
Clc1cccc(CSc2ncnc3c2ncn3C2CCCCO2)c1 (stereo unspecified)	-8
COc1cc(NC(=O)N2CCc3nc(Nc4cc(Cl)cc(Cl)c4)ncc3C2)cc(OC)c1OC	-4
Cc1cc(O)c(N=Nc2ccc(C(=O)O)cc2)cc1C	21
COc1ccc(CC(=O)OCC(=O)Nc2ccc3[nH]c(=O)[nH]c3c2)cc1OC	-10
O=C(N=C1SC2CS(=O)(=O)CC2N1Cc1ccccc1)c1ccccc1 (stereo unspecified)	-1

2 entries from above in a different format:
compound | CXCR6 inh
O=C1c2ccccc2C(c2nnnn2Cc2ccccc2)N1Cc1ccc2c(c1)OCO2 (stereo unspecified) | 6
CC1(C(=O)Nc2ccc(Cl)c(C(F)(F)F)c2)Cc2c(-c3ccc(C(N)=O)cc3)ccnc2O1 (stereo unspecified) | -6

(listing goes on)
SMILES	CXCR6 inh
Cc1ccccc1OCc1nnc(SCc2nc3ccccc3c(=O)[nH]2)n1C	0
C1=C\CCC2(OCCO2)C2(CC/1)OCCO2	-4
O=C(COc1ccc2ccc(=O)oc2c1)NCCN1CCOCC1	6
COC(=O)c1ccc2nc(-c3cccc(Cl)c3)c(Cc3ccccc3)n2c1	9
COc1cccc(C#Cc2ccc3c(c2)O[C@H](CN(C)S(=O)(=O)c2ccccc2F)[C@H](C)CN([C@H](C)CO)S3(=O)=O)c1	8
C/C(=N\Nc1nc(-c2cc(C)ccc2C)cs1)c1cc2c(ccc3ccccc32)oc1=O	1
Cc1cccc(C)c1-n1nnnc1C1(C)CCC(=O)N1Cc1ccco1 (stereo unspecified)	3
C/C(=N/Nc1ccc(C(=O)O)cc1)c1ccc2c(c1)Nc1ccccc1S2	-3
CCCCCCN1C[C@@H](n2cc(C3CC3)nn2)[C@H](O)C[C@@H]1c1ccccc1	2
C[C@@H]1CN([C@H](C)CO)S(=O)(=O)c2ccc(Br)cc2O[C@H]1CN(C)C(=O)Nc1ccc(F)cc1	-1
O=c1cc(-c2ccccc2)nc2c(Cl)cc(Cl)cn12	27
CCc1nc2ccc(C(=O)NCc3cccs3)cn2c1N(CCC(C)C)CCN(C)C	7
CN(C(=O)Nc1ccc(F)cc1)[C@H]1C[C@H]2c3[nH]c4ccccc4c3CCN2C(=O)[C@H]1CO	1
CCCCCCC1CC(=CN(C)C)C(=O)O1 (stereo unspecified)	-1
CC(CCC(=O)O)C1CCC2C3CC(O)C4CC(O)CC[C@]4(C)C3CCC12C (stereo partly specified)	-3
CN(C)C(=O)c1cccc(-c2cnc3c(NC=O)cc(-c4ccc(C(=O)N5CCOCC5)cc4)cn23)c1	2
COc1cccc(-c2cc(NC=O)c3ncc(-c4cc(OC)c(OC)c(OC)c4)n3c2)c1	-4
CC(=Nc1ccccc1)C1=C(O)C(Cc2cccc(F)c2)NC1=O (stereo unspecified)	1
CC12CCC(C(=NO)C1=NO)C2(C)C (stereo unspecified)	-4
COC(=O)c1cc(C)sc1NC(=O)CC1Nc2ccccc2NC1=O (stereo unspecified)	1
Cc1occc1C(=O)N/N=C/C1=C(N2CCOCC2)C(=C/c2ccc(Cl)cc2Cl)/CC1	2
O=C(CSc1nnc(C2CC2)n1C1CC1)N1CCN(c2ccc(O)cc2)CC1	0
CCCCCCN1C[C@H](O)[C@@H](n2cc(-c3ccc(F)cc3)nn2)C[C@@H]1c1ccc(C)cc1	2
Cc1cc(=O)[nH]c(NN=C(CC(C)C)CC(C)C)n1	5
Cc1ccc([C@H]2C[C@@H](n3cc(C4CC4)nn3)[C@H](O)CN2Cc2cccs2)cc1	4
CCCCn1c(O)c2n(c1=O)Cc1ccccc1N=C2c1ccc(C)cc1	6
Cc1cc(Br)c2nc3c(c(C(=O)O)c2c1)CCCCC3	-8
CN(C)CC1CCC/C(=C\c2ccc(OC(=O)c3ccc(Cl)cc3)cc2)C1=O (stereo unspecified)	12
O=C(Nc1cccc(C(F)(F)F)c1)C1Cc2c(-c3ccccc3Oc3ccccc3)ccnc2O1 (stereo unspecified)	-7
COC(=O)[C@]12CCCCC=C1N(CCC1=CCCCC1)C(=O)[C@H](CC(=O)N1CCC(c3ccccc3)CC1)C2	23
C[C@@H]1CN([C@@H](C)CO)C(=O)c2c(c3ccccc3n2C)-c2ccccc2CO[C@H]1CN(C)C(=O)[C@H](C)c1ccccc1	4
CC(C)(C)S(=O)N1Cc2cc(CO)cc(CCO)c2[C@H]1CCO (stereo partly specified)	1
O=C(NCCc1ccccc1)c1ccc(S(=O)(=O)N2CCCCC2)cc1	-9
O=C(CN1CCN(C(=O)c2cc(C3CC3)nn2-c2ccccc2)CC1)Nc1ccc(F)cc1	-1
COc1ccccc1-c1csc(Nc2ccc(Oc3ccccc3)cc2)n1	2
CCOC(=O)/C(=C\c1ccc(OC(F)F)cc1)C1=Nn2c(nnc2-c2ccc(Cl)cc2)SC1	18
CCC(=O)N1Cc2cc(C(=O)NCC(F)(F)F)nc(-c3cccc(-c4cncnc4)c3)c2[C@H]1CCO	-8
